Mdm2-MdmX inh – human Mdm2/MdmX binding inhibition; O15151+Q00987; SaOS-2 split-luciferase Mdm2/MdmX complementation, luminescence; inhibition, % at 8 µM; hit rate 3% among 330,000;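 active means inhibition of at least 50% at 8 µM in the primary screen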
UPR CHOP act – activators of apoptotic arm of unfolded protein response (CHOP); CHO-CHOP luciferase reporter, UPR activation, luminescence; percent of tunicamycin response over DMSO baseline; activation, % at 10 µM; hit rate 0.34% among 330,000; AID 449763;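 active means at 10 µM dose, activation of 40% or more, normalized to positive control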;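 further: 100% = tunicamycin at 10 µg/mL and 0% = DMSO alone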
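System: CHO-CHOP luciferase reporter cell line; amount: 500 cells/well; buffer or medium: F12 medium containing 10% fetal bovine serum; incubation: 6 h compound exposure at 37 °C after overnight seeding; measured by: luciferase luminescence after 10 min with Steady-Glo reagent; evaluation: % reporter activation, DMSO baseline versus tunicamycin full activation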
XBP1 UPR activ – activators of adaptive arm of unfolded protein response (XBP1); AID 463104; CHO-XBP1 luciferase reporter, IRE1-XBP1 UPR activation, luminescence; percent of tunicamycin response, DMSO as zero; hit rate 0.33% among 330,000; activation, % at 20 µM;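 active means versus positive control, 20 µM dose yields 30% or more activation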;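 further: 100% = tunicamycin at 10 µg/mL and 0% = DMSO only wells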
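Material: CHO cell line with stable XBP1 luciferase reporter; schedule: 16-18 h cell attachment at 37 °C, then 6 h compound exposure; signal: glow luminescence from Steady-Glo reagent; medium: serum-containing F12 medium, 10% FBS; benchmarks: tunicamycin 10 µg/mL and vehicle-only wells; read-out: percent activation relative to tunicamycin reference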
tim23-1 inh – growth inhibitors of tim23-1 mutant yeast | S. cerevisiae tim23-1 growth, BacTiter-Glo luminescence, 24 h | inhibition, % at 20 µM | hit rate 1.3% among 330,000 | AID 463212;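 active means growth inhibition of the mutant yeast at or above 50%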;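 further: temperature-sensitive mutant grown at 25 °C; plate controls were DMSO-treated mutant yeast for no effect and medium wells lacking yeast for full effect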
697 NFkB inh – lowers PMA/ionomycin-induced NF-kB signal in 697 B cells; 697 B-cell NF-kB luciferase reporter, 16 h; hit rate 0.33% among 330,000; inhibition, % at 4 µM; in the data active means inhibition above about 35%
APJ agonist – agonists of human APJ apelin receptor. hit rate 0.11% among 330,000. P35414. CHO-K1 APJ PathHunter beta-arrestin, luminescence; 0% DMSO wells, 100% apelin. activation, % at 20 µM;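 active means activation more than six SD over the plate average, tested at 20 µM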;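 further: 0% = DMSO alone and 100% = apelin-13 at 10 nM; some results filed as inactive read as strong as hits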
Target sequence (P35414 whole entry, looked up): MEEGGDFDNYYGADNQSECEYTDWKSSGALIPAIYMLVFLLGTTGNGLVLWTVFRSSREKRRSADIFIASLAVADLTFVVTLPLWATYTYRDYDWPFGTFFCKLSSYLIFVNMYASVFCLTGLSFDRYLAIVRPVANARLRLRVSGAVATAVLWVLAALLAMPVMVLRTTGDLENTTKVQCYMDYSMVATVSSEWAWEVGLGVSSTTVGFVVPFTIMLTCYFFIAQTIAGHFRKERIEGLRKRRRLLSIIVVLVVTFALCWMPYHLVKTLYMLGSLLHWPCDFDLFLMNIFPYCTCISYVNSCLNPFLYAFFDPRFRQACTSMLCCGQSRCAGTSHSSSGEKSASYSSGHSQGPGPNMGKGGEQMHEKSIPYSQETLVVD
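Test system – PathHunter CHO-K1 APJ (AGTRL-1) beta-arrestin reporter cells · Input – 1000 cells/well · Compound – single test compound dose, 20 µM final, 1% DMSO · Times – compound stimulation 90 min at 25 °C, detection 60 min · Technique – beta-gal luminescence · Read-out basis – APJ–arrestin association signal · Control set – negative DMSO alone, positive Apelin-13 at 10 nM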
Jurkat NFkB inh – inhibitors of the PMA/ionomycin-induced NF-kB reporter in Jurkat cells. PMA/ionomycin-induced NF-kB luciferase reporter, luminescence. inhibition, % at 4 µM. hit rate 0.53% among 330,000. AID 435003; in the data active means inhibition above about 50%
APJ antagonist – APJ receptor antagonism. hit rate 0.32% among 330,000. AID 2521. inhibition, % at 20 µM. CHO-K1 APJ beta-arrestin complementation, luminescence;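 active means inhibition above about 40% at 20 µM, limit read from the data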;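 further: cells challenged with 10 nM apelin-13 agonist together with compound; plate controls were apelin-13 plus DMSO wells for no effect and DMSO wells lacking apelin-13 for full effect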
* marks the source's active call; other numbers are inactive results.

SMILES,APJ antagonist,697 NFkB inh,XBP1 UPR activ,APJ agonist,tim23-1 inh,Mdm2-MdmX inh,Jurkat NFkB inh,UPR CHOP act
COC(=O)Cn1c(C(O)c2ccccc2)nc2ccccc21 (configuration not stated),-5,3,-5,2,-8,-2,9,0.2
CC(C)(C)NS(=O)(=O)c1ccc(NC(=O)c2cc(-c3ccccc3)nc3ccccc23)cc1,-9,-37,7,-3,-3,28,-2,3.2
O=S(=O)(NC1=NCCC1)c1ccc(F)cc1F,6,17,-5,1,3,22,-8,-1.2
Cn1c(=O)c2c(nc(SCCCC#N)n2Cc2c(F)cccc2Cl)n(C)c1=O,-48,-19,2,-2,21,-3,2,-0.8
O=C1Nc2ccccc2N=C(c2ccccc2)C1Br (configuration not stated),5,1,-2,-1,6,-13,-7,4.5
Cn1ncc(Br)c1C(=O)N1CCOCC1,-9,8,-1,-3,-5,19,6,0.2
O=C(O)C1CCCCC1C(=O)OCCCCOC(=O)C1CCCCC1C(=O)O (configuration not stated),6,19,5,-3,3,5,-7,1.2
Cc1nc(N/N=C/c2cccc(F)c2)cc(N2CCOCC2)n1,-5,6,-2,-1,28,19,-7,4.3
CC(=O)Nc1ccc(S(=O)(=O)NC(C)C(=O)NC(C)c2ccccc2)cc1 (configuration not stated),20,-11,-1,-1,2,-17,-2,-1.5
C(=C\c1nc(N2CCCC2)c2ccccc2n1)/c1ccccc1,-11,-57,2,1,31,19,-11,2.4
C=CCC(NC(=O)c1ccc(C#N)cc1)C(=O)NCCC (configuration not stated),11,5,0,-2,-6,-9,3,0.7
CCC(c1nnnn1Cc1ccccc1)N1CCN(C(=O)c2ccco2)CC1 (configuration not stated),8,26,3,-3,11,20,12,-1.9
COc1cc(C2Sc3ccccc3NC3=C2C(=O)OC3)cc(OC)c1OC (configuration not stated),-27,9,1,-3,5,43,8,-0.6
COc1cc(NC(=O)N[C@@H](Cc2c[nH]c3ccccc23)C(=O)O)c(C(=O)O)cc1OC,-17,-7,0,-4,19,11,-15,1.5
CCOC(=O)/C(=C/c1ccc(OC(=O)c2ccncc2)cc1)C(C)=O,14,15,1,-2,53*,14,-5,0.2
CN(CCCNC(=O)c1nn(C)c2c1CS(=O)(=O)c1ccccc1-2)Cc1ccccc1,10,-8,-4,-3,9,8,1,2.4
COCCSc1ccccc1C(=O)Nc1cc(C)ccn1,7,-4,2,-3,9,1,-7,2.1
Cc1ccc(S(=O)(=O)N2CCC(C(=O)Nc3ccc4c(c3)OCO4)CC2)cc1,-2,4,2,-2,-4,6,5,0.1
O=C(CN1C(=O)NC2(CCCCCCC2)C1=O)N1CCOCC1,9,1,-1,-1,-7,-12,8,1.1
Cc1nn(Cc2ccc(Cl)cc2)c(C)c1NC(=O)c1noc2c1CCCCC2,-5,21,0,-3,38,19,12,0.7
CCS(=O)(=O)c1nc(S(=O)(=O)c2ccc(C)cc2)c(N2CC(C)OC(C)C2)s1 (configuration not stated),-3,-12,-2,-6,28,12,13,0.7
O=C(NCc1ccccn1)c1ccc(Cn2cc(Br)cn2)o1,11,14,-4,-3,10,12,1,-2.0
CCOC(=O)c1cccc(NC(=O)CCn2cccc2)c1,-14,6,-5,-6,16,34,-9,-5.0
COc1ccc(N(CN2C(=O)C3CCCCC3C2=O)C(=O)c2ccco2)cc1 (configuration not stated),4,6,-1,1,17,7,4,-1.7
CCC(CC)C(=O)Nc1cccc(C(=O)NC(C)(C)C)c1,5,9,-3,-2,6,13,2,2.1
C=CCNC(=O)COC(=O)c1ccccc1C(=O)N(C)C1CCCCC1,-3,-1,-3,-2,18,8,0,-1.8
CCC1CCCCN1C(=S)NC(=O)c1cc(S(=O)(=O)N2CCOCC2)ccc1C (configuration not stated),9,8,3,-5,15,-8,7,1.0
COc1cc2c(cc1OC)CN(C(=O)c1cc(=O)c3ccccc3o1)CC2,10,-15,9,-2,9,50,51*,-0.8
CCCc1ccc2oc(C(=O)NCCc3cnn(C)c3)c(C)c2c1,4,-160,-2,0,19,-64,-90,3.5
O=C1CC(c2cccc(Cl)c2)CC(O)=C1C=Nc1cccc(Cl)c1 (configuration not stated),6,6,0,-1,-13,42,10,52*
COc1ccccc1N(CC(=O)Nc1ccccc1C(=O)N1CCCC1)S(C)(=O)=O,12,7,0,-1,-5,-6,6,-0.3
O=C(c1cccc(Cl)c1Cl)N1CCN(c2ccccn2)CC1,4,19,-1,-1,13,-21,4,0.0
CN(Cc1ccccc1)C(=O)c1[nH]cnc1C(=O)N[C@@H](Cc1ccccc1)C(=O)OCc1ccccc1,15,11,-1,-3,26,9,29,-0.2
CCCCCOc1ccccc1C(=O)NCCC(=O)O,-4,11,0,-4,-5,5,10,0.0
COCCn1c(-c2ccc(Cl)cc2Cl)nc2c(c(=O)c3ccccc3n2C)c1=O,1,41*,0,1,28,30,25,-0.3
COC(=O)C1=C(C)Nc2ncnn2C1c1cccnc1 (configuration not stated),19,15,-5,-3,2,-3,-2,-1.1
NCCCC[C@H]1CNC(=S)N1CCCCC1CCCCC1,23,-3,0,8,8,3,23,0.4
O=C(NCCc1ccccc1)C1CCCN(C(=O)NC2CCCCC2)C1 (configuration not stated),4,-9,-3,-4,11,-4,-4,-0.5
CN(C1CCCCC1)S(=O)(=O)CCNC(=O)c1ccccc1,27,6,-1,-1,2,-9,13,5.0
O=C(Nc1ccncc1)c1ccccc1Cl,-5,-3,1,-1,-5,13,13,1.3
O=[N+]([O-])c1cnccc1Nc1cccc(F)c1,-6,-14,2,4,7,-4,3,0.3
CN(C)S(=O)(=O)c1ccccc1N=C=S,3,6,-4,-2,19,9,5,0.0
COc1ccc(N(CC(C)C)S(=O)(=O)c2nnc(NC(=O)CC(C)C)s2)cc1,11,9,1,-5,1,8,-4,-1.2
O=c1oc(Nc2cccc(Cl)c2)nc2ccccc12,-20,-124,10,-4,24,-34,-13,2.7
Cc1ccc(Nc2nnc(SCc3cc(=O)n4cc(C)ccc4n3)s2)cc1,2,9,2,0,6,22,4,1.5
COc1ccc(-c2cc(C(=O)N3CCN(S(=O)(=O)c4ccc(C)cc4)CC3)[nH]n2)cc1,2,-1,1,1,6,1,-20,-0.2
CCc1ccc(S(=O)(=O)NCc2cn3ccccc3n2)s1,10,9,-5,-1,7,29,3,-0.2
Cc1cc(C(=O)N/N=C\C(Br)=C\c2ccccc2)c(C)o1,-40,2,-2,-1,56*,-18,0,3.7
Cc1ccc(NC(=O)CCC(=O)NNC(=S)Nc2ccc(F)cc2F)cc1C,17,-13,-2,-5,5,4,-7,2.5
CCOc1ccccc1NC(=O)CSc1nc2c(c(=O)n(C)c(=O)n2C)n1C,9,-5,8,1,15,-24,-6,-0.3
O=C(COC(=O)C12CC3CC(CC(O)(C3)C1)C2)Nc1ccc(OC(F)F)cc1,11,-15,0,-5,-4,-12,12,1.7
CC(C)c1nnc(NC(=O)CCCC(=O)O)s1,-3,18,2,-2,-5,-29,6,0.8
COc1ccc(-c2csc3ncnc(N4CCN(S(=O)(=O)c5ccc(C)cc5)CC4)c23)cc1,10,6,1,-4,8,40,18,5.1
CN(C)CC1(c2ccccc2)CCCC1,-10,-15,-1,-4,8,-7,-15,-0.6
CCn1nccc1C(=O)Nc1cc(Cl)cc(Cl)c1,2,-25,1,4,41,0,-14,1.0
CN1/C(=C\C(=O)CN2C(=O)NC3(CCCCCC3)C2=O)C(C)(C)c2ccccc21,-5,-41,0,1,22,-3,-9,-0.4
Cc1ccc(-c2csc(N3CCN(c4cc5c(cc4Cl)nc(C(C)N)n5CCCO)CC3)n2)cc1 (configuration not stated),11,-8,-1,3,-6,15,3,0.4
Cc1ccc(CCNC(=O)CN(c2cc(C)cc(C)c2)S(=O)(=O)c2c(C)noc2C)cc1,8,2,-2,-2,-8,7,7,0.6
Cc1ccnc(NC(=O)c2ccc(Cl)c(NC(=O)CCc3ccccc3)c2)c1,-5,-37,-1,-1,35,-9,-5,1.4
Cc1ccc(S(=O)(=O)N2CCN(C(=O)c3cccc(-n4cccc4)c3)CC2)cc1,-64,-7,-4,8,24,4,-9,-1.0

2 of these compounds in a different format:
Molecule: COc1ccc(-c2cc(C(=O)N3CCN(S(=O)(=O)c4ccc(C)cc4)CC3)[nH]n2)cc1
- APJ antagonist: 2
- 697 NFkB inh: -1
- XBP1 UPR activ: 1
- APJ agonist: 1
- tim23-1 inh: 6
- Mdm2-MdmX inh: 1
- Jurkat NFkB inh: -20
- UPR CHOP act: -0.2
Molecule: CCCCCOc1ccccc1C(=O)NCCC(=O)O
- APJ antagonist: -4
- 697 NFkB inh: 11
- XBP1 UPR activ: 0
- APJ agonist: -4
- tim23-1 inh: -5
- Mdm2-MdmX inh: 5
- Jurkat NFkB inh: 10
- UPR CHOP act: 0.0

More structures.
SMILES,APJ antagonist,697 NFkB inh,XBP1 UPR activ,APJ agonist,tim23-1 inh,Mdm2-MdmX inh,Jurkat NFkB inh,UPR CHOP act
NC(=O)CSc1nnc(-c2cccs2)n1Cc1ccco1,13,11,1,-2,12,16,8,-1.2
Cc1ccc(CNC(=O)CC(NC(=O)c2ccccc2)c2ccccc2)cc1 (configuration not stated),-45,19,-2,-4,5,3,-5,0.6
O=C(CN(C(=O)c1csnn1)c1ccccc1)NCc1ccc2c(c1)OCO2,22,-5,0,1,8,-8,-8,2.2
N#Cc1c(N)oc(-c2ccc3c(c2)OCO3)c1-c1ccc2c(c1)OCO2,-5,4,4,-2,21,-17,-8,2.0
O=C(C1CCN(S(=O)(=O)c2cnc[nH]2)CC1)N(CCc1ccccc1)Cc1ccccc1,3,2,8,-2,9,-19,4,1.7
Nc1c(C(=O)NCc2ccccc2)c2nc3ccccc3nc2n1-c1ccc2c(c1)OCO2,-5,-12,8,0,23,30,-18,3.5
O=[N+]([O-])c1cccc(-n2nncc2-c2ccccc2)c1,-7,1,-4,5,-4,5,-1,2.9
O=C(COC(=O)/C=C/c1ccc(OC(F)F)cc1)Nc1cccc(S(=O)(=O)N2CCOCC2)c1,19,-3,1,-4,1,19,-7,-1.7
Cc1cc(C)c(NC(=O)c2cccs2)c(C)c1NC(=O)c1cccs1,17,7,6,-2,16,-2,4,-1.5
Cc1ccc(S(=O)(=O)NCCC(=O)N2CCC(Cc3ccccc3)CC2)cc1,-6,-26,-5,5,-45,2,6,0.8
CN1CCN(c2nc3ccccn3c(=O)c2C=O)CC1,10,10,-4,-1,-10,13,4,-0.6
COc1cccc(N2CCN(C(=O)c3ccc4nc(N5CCC(C)CC5)sc4c3)CC2)c1,-16,-211,-4,-4,39,12,-35,1.7
Nc1c(Cl)ncnc1N/N=C/c1ccc(O)cc1,-6,-77,4,0,6,-8,-34,3.6
Cc1cc(NC(=O)c2cccs2)ncc1NC(=O)c1cccc(F)c1,5,-25,2,0,11,-36,-21,6.7
CCCCNC(=O)c1cc2c(=O)n3cccc(C)c3nc2s1,24,6,10,-5,27,6,-4,1.4
Nc1c(Cl)c(Cl)nc(C(=O)N/N=C/c2ccco2)c1Cl,11,8,-2,-2,4,14,-2,3.4
O=[N+]([O-])c1cccc2ccc(N3CCOCC3)nc12,10,-51,5,0,24,1,-6,1.9
Cc1cc(C)c(S(=O)(=O)Nc2ccc(O)c(Sc3ncn[nH]3)c2)c(C)c1,-15,9,-2,0,0,17,-10,0.0

Screening results: PubChem, Sanford-Burnham Center for Chemical Genomics

Not a hit list. About 5% of those tested had a hit in this group.
